# From PubChem
# dFosB act – activators of mouse delta FosB homodimer; 340,000 compounds, 0.99% hits; AID 493131; P13346; activation, % at 25 µM; purified delta FosB, TAMRA-CDK5 oligo fluorescence polarization; percent of positive-control signal above neutral wells;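 active = mean activation above about 17%, with every replicate also reaching it, limit read from the data, passing the limit was not always enough; inconclusive = only one of the two conditions met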;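 also: fluorescence polarization rise as delta FosB binds a TAMRA Cdk5 AP-1 oligo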
# Target sequence (P13346 whole entry, looked up): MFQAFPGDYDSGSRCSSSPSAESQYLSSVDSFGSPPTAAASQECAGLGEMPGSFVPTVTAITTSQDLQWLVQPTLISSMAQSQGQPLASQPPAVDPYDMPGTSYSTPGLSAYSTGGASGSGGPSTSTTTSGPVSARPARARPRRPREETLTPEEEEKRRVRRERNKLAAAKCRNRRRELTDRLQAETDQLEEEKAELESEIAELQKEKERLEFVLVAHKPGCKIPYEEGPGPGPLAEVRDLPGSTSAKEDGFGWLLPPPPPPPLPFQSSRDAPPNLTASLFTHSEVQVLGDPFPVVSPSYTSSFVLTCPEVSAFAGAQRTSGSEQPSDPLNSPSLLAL
# PvdQ inh – blocks Pseudomonas aeruginosa PvdQ acylase activity; AID 488965; purified PvdQ acylase, fluorescence plate reader; 340,000 compounds, 0.063% hits; inhibition, % at 10 µM; in the data active = inhibition above about 30%, passing the limit was not always enough; inconclusive = no clear call, values can overlap the other calls;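 also: 0% = vehicle neutral wells and 100% = reference inhibitor wells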
# MITF TRPM1 HTS – activators of MITF-driven TRPM1 promoter activity in SK-MEL-5 cells; SK-MEL-5 TRPM1-promoter luciferase, 24 h; % of positive control, neutral wells = 0; activation, % at 12.5 µM; 300,000 compounds, 0.75% hits;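 active = mean activation of at least 80% with every replicate also reaching 80%; inconclusive = mean reaches 80% but some replicate falls short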;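 also: 0% = neutral control wells and 100% = parthenolide positive control wells; values of inactives mirror those of a sister screen read the other way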
# SR-BI DiI inh – mouse SR-BI HDL lipid transfer inhibition | Q61009 | ldlA[mSR-BI] CHO cells, DiI-HDL uptake fluorescence, 3 h | inhibition, % at 12.5 µM | 320,000 compounds, 0.96% hits;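 active = mean replicate inhibition of at least 70% and a set share of replicates each scoring 70 or more; inconclusive = meets just one of the two criteria; inactive = fails both criteria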;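 also: 0% = median of neutral control wells and 100% = median of positive control wells; values of inactives mirror those of a sister screen read the other way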
# HTR5A ag ctr – activates human HTR5A in OPRM1-OPRD1 agonist counter-screen. HTR5A agonist assay, luminescence, cell-based. activation, % at 9.3 µM. 340,000 compounds, 0.61% hits. P47898; in the data active = activation mostly above about 9.5%, no sharp cut-off; inactive = mostly below about 7.6%;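 also: 0% = cells with vehicle only and 100% = reference agonist; strong numbers were not always called active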
# Target sequence (P47898 whole entry, looked up): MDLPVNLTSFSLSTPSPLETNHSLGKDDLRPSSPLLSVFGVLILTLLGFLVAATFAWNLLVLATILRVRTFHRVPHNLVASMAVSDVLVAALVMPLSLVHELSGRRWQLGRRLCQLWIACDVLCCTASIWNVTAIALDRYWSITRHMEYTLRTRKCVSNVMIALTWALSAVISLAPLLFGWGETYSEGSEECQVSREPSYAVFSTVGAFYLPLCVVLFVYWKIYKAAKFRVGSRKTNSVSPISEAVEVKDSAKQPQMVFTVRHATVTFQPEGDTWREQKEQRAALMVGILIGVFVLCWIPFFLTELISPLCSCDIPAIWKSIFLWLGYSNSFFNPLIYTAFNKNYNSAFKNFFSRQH
# V-ATPase pHluor – regulators of yeast V-ATPase proton transport | S. cerevisiae, pHLuorin cytosolic pH fluorescence | response, % at 10 µM | 350,000 compounds, 0.37% hits | AID 504577; in the data active = response mostly above about 7.3%, no sharp cut-off; inactive = mostly below about 5.4%; also: actives read high; inactives centre near 0; some compounds called inactive have numbers as strong as hits; reference of the scale not given here
# NSD2 inh – blocks human histone methyltransferase NSD2; O96028; NSD2 peptide methylation, AlphaScreen, 120 min; inhibition, % at 12.5 µM; 310,000 compounds, 0.54% hits; AID 743445; in the data active = inhibition above about 50%
# HTR5A inv ag – counter-screen for OPRM1-OPRD1 inverse agonists: human HTR5A inverse agonism; HTR5A cell line, luminescence; inhibition, % at 9.3 µM; 340,000 compounds, 0.083% hits; AID 504634; in the data active = inhibition mostly above about 23%, no sharp cut-off; inactive = mostly below about 18%;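 also: 0% = cells with DMSO and 100% = no-cell wells with DMSO; some compounds called inactive have numbers as strong as hits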
# CDK5 inh – CDK5/p35 (human) kinase inhibition | Q00535+Q15078 | Recombinant CDK5/p35, ADP-Glo luminescence, 60 min | inhibition, % at 10 µM | 330,000 compounds, 0.01% hits | AID 488839;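 active = highest replicate inhibition of at least 50% and at least 75% of replicates reaching 50%; inconclusive = only one of the two criteria met; inactive = both criteria failed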;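 also: plate controls were DMSO neutral control for no effect and GW8510 at 10 µM for full effect; many of its hits are not listed in these tables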
# Wnt bcat act – activates Wnt/beta-catenin signaling in a reporter cell assay; activator, plate reader; activation, % at 9.35 µM; 300,000 compounds, 1.2% hits; in the data active = activation above about 30%, passing the limit was not always enough; inconclusive = no clear call, values can overlap the other calls;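 also: 0% = neutral control wells and 100% = positive control wells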
# An asterisk follows results filed as active; ? = inconclusive; / = no result given.
SMILES,dFosB act,PvdQ inh,MITF TRPM1 HTS,SR-BI DiI inh,HTR5A ag ctr,V-ATPase pHluor,NSD2 inh,HTR5A inv ag,CDK5 inh,Wnt bcat act
CC[C@@H]1C/C=C\Cc2ccccc2[C@@H](C(=O)C[C@H](O)CC(C)=O)OC1=O,0,-15,-10,21,-4,-3,/,13,-0.2,2
O=S(=O)(Nc1ccccc1)c1ccc(Oc2ncc(C(F)(F)F)cc2Cl)cc1,-5,-5,/,-12,7,-2,/,-8,-1.3,-10
CCCOC(=O)C1=C(C)NC2=C(C(=O)CCC2)C1c1cccs1 (centres undefined),-6,-4,/,-11,3,-2,-1,-11,-2.1,/
O=C(NCCC(=O)N1CCCCCCC1)c1ccc(Br)cc1,-1,-8,11,-14,0,-2,16,8,0.2,-1
COc1cccc(NC(=O)NCCCCc2ccccc2)c1,-12,-6,11,-25,-2,6,-3,19,-3.5,-1
COc1nc2ccccc2nc1CCC(=O)O,1,-3,8,5,4,-2,/,-12,-0.3,0
N#CNc1nc(O)cc(=O)[nH]1,-1,-2,6,15,6,-2,9,-22,1.4,/
O=C(CCn1c(=S)oc2ccccc21)NC1CCCCCC1,?,-13,7,/,-5,3,0,28,-8.8,-7
C=CCNC(=S)NCCCCC1NC(=S)N(CC=C)C1=O (centres undefined),-5,-11,8,-22,0,/,-3,22,0.3,-7
CCO[C@@H]1OC(C(N)=O)=C[C@H](C2CC2)[C@H]1CCCO,2,-3,6,-47,-3,-3,/,-5,-2.0,13
O=C(CCC(=O)OCC(=O)c1ccccc1)Nc1cccc(Cl)c1,0,-5,-13,6,3,0,-2,16,0.7,-2
O=C(CCS(=O)(=O)c1ccccc1)Nc1cccc2c1C(=O)NC2=O,-8,-16,-3,-23,3,-1,-2,13,-3.1,-1
COc1ccc(NS(=O)(=O)c2cc(NC(=O)c3ccncc3)ccc2N2CCOCC2)cc1,9,-2,8,-15,4,-2,-2,-13,-0.1,0
CCC(NC(=O)Nc1ccc(O)cc1)(C(F)(F)F)C(F)(F)F,-3,-12,-6,-5,1,2,0,9,-0.4,/
OCCNc1ncnc2c1cnn2Cc1ccccc1,3,18,-11,-1,4,-2,-4,-17,3.1,-1
COc1ccccc1NC(=S)N1CCOCC1,3,-12,-8,11,3,0,-2,-10,-2.3,-2
CCSc1nnc(SCC(=O)Nc2cc(C)on2)s1,-2,7,/,-33,9,-1,-3,-22,2.3,19
COc1cc(CNCCCO)ccc1OCC(=O)NC(C)(C)C,-3,-15,-4,-18,0,-2,-5,1,-0.6,-2
O=C(O)c1cc2cc(Cl)ccc2[nH]1,1,-9,-12,4,-2,-2,/,7,-0.2,-2
CCOc1ccc(Nc2ncnc3c2cnn3Cc2ccccc2)cc1,0,4,-12,4,-1,-2,3,2,2.5,-4
COC(C[C@H]1O[C@H]1C(=O)COCc1ccccc1)OC,1,-12,7,-13,-7,-2,/,21,-0.4,-2
COCCCNC(CC(=O)Nc1ccc(OC)cc1OC)C(=O)O (centres undefined),-5,-21,-4,-16,5,-7,-4,-19,0.4,/
O=c1nc(N/N=C/c2ccccn2)cn[nH]1,-7,4,-59,-11,4,0,8,-13,-0.2,-13
Clc1cccc(-c2ccc3ncnc(NCc4cccs4)c3c2)c1,1,-5,-9,18,4,-1,/,-6,-2.9,35*
COc1ccccc1NC(=O)CN1C(=O)COc2ccc(C)cc21,-12,-8,1,19,-4,4,0,10,-0.1,2

# Next records.
SMILES,dFosB act,PvdQ inh,MITF TRPM1 HTS,SR-BI DiI inh,HTR5A ag ctr,V-ATPase pHluor,NSD2 inh,HTR5A inv ag,CDK5 inh,Wnt bcat act
O=[N+]([O-])c1ccc(CCNc2cccc3ccccc23)c([N+](=O)[O-])c1,5,15,-30,21,0,-4,-1,-2,/,-1
CNC(=O)COC(=O)CCC(=O)c1ccc(Cl)cc1,2,1,12,-9,4,0,-1,-11,-1.2,0
CC(C)(C)NS(=O)(=O)c1ccc(/C=C/C(=O)O)cc1,2,-14,3,/,-1,0,/,-9,-1.6,0
COCCN(C(=O)COC(=O)/C=C/c1cccc(OC)c1)c1c(N)n(CC(C)C)c(=O)[nH]c1=O,0,-2,-8,-21,2,-3,-4,11,0.8,0
O=C(Cn1c(=O)n(-c2ccc(F)cc2)c(=O)c2sccc21)c1ccccc1,2,5,10,12,3,-1,-2,-6,/,/
CC1(NC(=O)C2CCCCC2)CCS(=O)(=O)C1 (centres undefined),-4,-5,-2,0,-3,0,-3,9,0.0,4
Cc1cc(C(=O)CN2C(=O)C(=O)N(Cc3ccccc3)C2=O)c(C)n1-c1ccc2c(c1)OCCO2,1,-9,5,35,0,1,0,-1,0.7,-1
C=CCN1C(=O)C(Cc2ccc(OC)cc2)S/C1=N/N=C/c1ccco1 (centres undefined),-12,-12,18,29,11,-1,5,-10,-0.5,-3
COc1ccc(NC(=O)CCCC(=O)OCC(F)(F)C(F)F)cc1,6,9,-1,-9,5,0,1,-19,-0.6,-1
O=C1C=C(c2ccccc2)C[C@@H](c2ccc(Cl)cc2)C1,-11,-21,22,36,3,-2,/,9,1.7,-4
COc1ccc(C2Nc3cc(OC)ccc3-n3cccc32)cc1 (centres undefined),-10,-11,/,68,-1,2,-4,13,-5.3,6
O=C(CCC(=O)c1cccs1)Nc1nc2ccccc2s1,-2,4,13,-8,6,1,-1,-17,0.0,5
CCO[C@H]1OC(C(N)=O)=C[C@@H](c2coc3ccccc3c2=O)[C@@H]1CCCO,6,-10,0,-14,1,-3,/,22,-1.0,2
COc1ccc(OC)c(S(=O)(=O)Nc2cccc3ccc(O)cc23)c1,-8,-9,-34,10,4,-2,-1,-32,1.1,1
CCCCCC(CC(=O)NO)C(=O)NC(C(=O)N1CCCC1CO)C(C)C (centres undefined),2,-1,0,2,1,4,/,-3,-1.0,-2
O=C(COC(=O)c1ccccc1SCC(=O)N1CCCC1)Nc1ccccc1OC(F)F,-14,-10,-12,14,4,-2,0,10,-3.1,0
Cn1cnc2nc3n(c2c1=O)CCC3,1,0,-3,-13,2,-2,-3,-8,-0.3,/
O=C(CSc1nnc(-c2ccccc2)n1C1CCCCC1)Nc1ccc(S(=O)(=O)Nc2ccccn2)cc1,15,-8,-4,-10,3,6,0,6,1.0,/
CS(=O)(=O)N(CC(=O)O)c1ccc(Oc2ccccc2)cc1,-8,-14,1,-32,0,-1,2,-9,-0.2,-1
CC(=O)Nc1cccc(OCCOc2cccc([N+](=O)[O-])c2)c1,5,6,-1,3,-2,1,2,8,0.1,1
N#Cc1c(NC(=O)C(=O)NCCCN2CCOCC2)sc2c1CCCC2,-4,-12,5,-6,-3,-7,-7,12,-1.7,-1
COc1ccccc1CNC(=O)C1CCN(Cc2nc(-c3cccc(Cl)c3)oc2C)CC1,-9,-5,/,51,-3,4,2,10,0.1,6
COC(=O)C(NC(C)=O)(Nc1nc2ccc(C)cc2s1)C(F)(F)F (centres undefined),-3,-9,-4,-92,2,-3,-1,-8,-1.3,-3

# Quoted from the listing.
# C=CCN1C(=O)C(Cc2ccc(OC)cc2)S/C1=N/N=C/c1ccco1 (centres undefined) | MITF TRPM1 HTS = 18
# CC1(NC(=O)C2CCCCC2)CCS(=O)(=O)C1 (centres undefined) | CDK5 inh = 0.0
# O=[N+]([O-])c1ccc(CCNc2cccc3ccccc23)c([N+](=O)[O-])c1 | V-ATPase pHluor = -4

# Arranged by formula weight (smallest number first): 17 of the compounds above.
SMILES,dFosB act,PvdQ inh,MITF TRPM1 HTS,SR-BI DiI inh,HTR5A ag ctr,V-ATPase pHluor,NSD2 inh,HTR5A inv ag,CDK5 inh,Wnt bcat act
CC1(NC(=O)C2CCCCC2)CCS(=O)(=O)C1 (centres undefined),-4,-5,-2,0,-3,0,-3,9,0.0,4
CC(C)(C)NS(=O)(=O)c1ccc(/C=C/C(=O)O)cc1,2,-14,3,/,-1,0,/,-9,-1.6,0
CNC(=O)COC(=O)CCC(=O)c1ccc(Cl)cc1,2,1,12,-9,4,0,-1,-11,-1.2,0
COc1ccc(C2Nc3cc(OC)ccc3-n3cccc32)cc1 (centres undefined),-10,-11,/,68,-1,2,-4,13,-5.3,6
O=C(CCC(=O)c1cccs1)Nc1nc2ccccc2s1,-2,4,13,-8,6,1,-1,-17,0.0,5
CS(=O)(=O)N(CC(=O)O)c1ccc(Oc2ccccc2)cc1,-8,-14,1,-32,0,-1,2,-9,-0.2,-1
COc1ccc(NC(=O)CCCC(=O)OCC(F)(F)C(F)F)cc1,6,9,-1,-9,5,0,1,-19,-0.6,-1
COC(=O)C(NC(C)=O)(Nc1nc2ccc(C)cc2s1)C(F)(F)F (centres undefined),-3,-9,-4,-92,2,-3,-1,-8,-1.3,-3
C=CCN1C(=O)C(Cc2ccc(OC)cc2)S/C1=N/N=C/c1ccco1 (centres undefined),-12,-12,18,29,11,-1,5,-10,-0.5,-3
CCO[C@H]1OC(C(N)=O)=C[C@@H](c2coc3ccccc3c2=O)[C@@H]1CCCO,6,-10,0,-14,1,-3,/,22,-1.0,2
N#Cc1c(NC(=O)C(=O)NCCCN2CCOCC2)sc2c1CCCC2,-4,-12,5,-6,-3,-7,-7,12,-1.7,-1
O=C(Cn1c(=O)n(-c2ccc(F)cc2)c(=O)c2sccc21)c1ccccc1,2,5,10,12,3,-1,-2,-6,/,/
CCCCCC(CC(=O)NO)C(=O)NC(C(=O)N1CCCC1CO)C(C)C (centres undefined),2,-1,0,2,1,4,/,-3,-1.0,-2
COc1ccccc1CNC(=O)C1CCN(Cc2nc(-c3cccc(Cl)c3)oc2C)CC1,-9,-5,/,51,-3,4,2,10,0.1,6
O=C(COC(=O)c1ccccc1SCC(=O)N1CCCC1)Nc1ccccc1OC(F)F,-14,-10,-12,14,4,-2,0,10,-3.1,0
Cc1cc(C(=O)CN2C(=O)C(=O)N(Cc3ccccc3)C2=O)c(C)n1-c1ccc2c(c1)OCCO2,1,-9,5,35,0,1,0,-1,0.7,-1
COCCN(C(=O)COC(=O)/C=C/c1cccc(OC)c1)c1c(N)n(CC(C)C)c(=O)[nH]c1=O,0,-2,-8,-21,2,-3,-4,11,0.8,0
